Source: PubChem BioAssay (Sanford-Burnham Center for Chemical Genomics)
HKDC1 inh = inhibitors of human hexokinase HKDC1; recombinant HKDC1, G6PDH/diaphorase resazurin coupled fluorescence; inhibition, % at 20 µM; actives 0.16% (n = 340,000); AID 493160;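 active = inhibition above about 35% when tested at 20 µM, limit read from the data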;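 also: plate controls were DMSO wells with enzyme for no effect and DMSO wells lacking enzyme for full effect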
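test system = in-house recombinant HK5 (HKDC1) enzyme | amount = HKDC1 at 5 µg/mL | control set = DMSO-enzyme wells negative, buffer-substituted wells positive | compound = one dose of 20 µM, 1% DMSO | schedule = reaction time 90 min, room temperature, protected from light | technique = resorufin fluorescence at 613 nm | reagent = glucose with 1 mM ATP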
SENP8 block-1 = inhibitors of human SENP8 protease; AID 602440; actives 0.64% (n = 360,000); recombinant SENP8, Nedd8 substrate fluorescence; inhibition, % at 20 µM; in the data active = inhibition mostly above about 40%, no sharp cut-off; inactive = mostly below about 27%
Target sequence (Q96LD8 whole entry, looked up): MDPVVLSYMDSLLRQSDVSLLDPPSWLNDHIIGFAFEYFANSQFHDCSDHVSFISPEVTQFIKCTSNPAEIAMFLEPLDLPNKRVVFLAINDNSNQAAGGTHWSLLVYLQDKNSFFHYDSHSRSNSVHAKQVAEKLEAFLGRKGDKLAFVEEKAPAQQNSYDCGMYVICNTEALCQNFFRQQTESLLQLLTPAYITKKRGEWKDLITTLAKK
PfG6PD inh = PfG6PD (Plasmodium falciparum) enzyme inhibition | PfGluPho enzyme, NADPH resazurin-diaphorase fluorescence | inhibition, % at 20 µM | actives 0.78% (n = 350,000) | AID 504690;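 active = inhibition reaching at least a set limit at 20 µM in the primary screen, cut at about 59% in these data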;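 also: 0% = DMSO wells with substrate and 100% = DMSO wells lacking glucose-6-phosphate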
SENP6 inh = inhibitors of human SENP6 protease. inhibition, % at 10 µM. Recombinant SENP6 catalytic domain, aminoluciferin luminescence. AID 2599. actives 1.8% (n = 330,000);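 active = inhibition above about 50% at the single tested dose, limit read from the data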;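 also: plate controls were DMSO wells with enzyme for no effect and DMSO wells lacking enzyme for full effect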
SENP8 block-2 = SENP8 protease inhibition. purified SENP8, Z-RLRGG-aminoluciferin cleavage, luminescence. inhibition, % at 10 µM. actives 1.2% (n = 330,000). AID 2540; in the data active = inhibition above about 50%
SENP1 inh = inhibitors of human SENP1 SUMO protease catalytic domain | actives 0.21% (n = 360,000) | inhibition, % at 10 µM | recombinant SENP1 catalytic domain, CyPet-SUMO1-YPet FRET cleavage;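 active = inhibition at least 30% at 10 µM, raw YFP signal under a set limit, fluorescence ratio 0.5 to 1.5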;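 also: 0% = enzyme with DMSO and 100% = no enzyme wells; some results filed as inactive read as strong as hits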
Target sequence (Q9P0U3 419-644 limits assumed): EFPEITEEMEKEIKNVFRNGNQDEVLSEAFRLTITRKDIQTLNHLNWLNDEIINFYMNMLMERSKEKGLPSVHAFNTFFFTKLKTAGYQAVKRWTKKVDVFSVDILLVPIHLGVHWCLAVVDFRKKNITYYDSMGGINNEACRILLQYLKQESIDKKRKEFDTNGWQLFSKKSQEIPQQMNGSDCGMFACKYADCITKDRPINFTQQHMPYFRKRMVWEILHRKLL
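Assay system – human recombinant His6-tagged SENP1 catalytic domain enzyme · Input – SENP1 enzyme, 20 pM final · Buffer or medium – Tris pH 8 buffer plus EDTA, NaCl, BME, BSA, NP40, catalase · Schedule – 50 min reaction at room temperature · Technique – FRET read of cyan and yellow fluorescence · Control set – no-enzyme wells low, DMSO-plus-enzyme wells high control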
NALP3 yeast inh = inhibitors of NALP3 inflammasome in yeast. Yeast reconstituted NLRP3/ASC/caspase-1, beta-gal luminescence, 24 h. inhibition, % at 10 µM. actives 0.39% (n = 330,000);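 active = inhibition of 50% or more; inactive = inhibition below 50%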;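 also: plate controls were induced DMSO wells for no effect and uninduced yeast grown without galactose for full effect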
SENP7 block = SENP7 protease inhibition. Q9BQF6. recombinant SENP7, Z-RLRGG-aminoluciferin luminescence, 40 min. inhibition, % at 5 µM. actives 1.5% (n = 330,000);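 active = inhibition above about 50% at the single test dose, limit read from the data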;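 also: plate controls were DMSO with enzyme for no effect and no enzyme buffer wells for full effect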
Target sequence (Q9BQF6 706-1050 limits assumed): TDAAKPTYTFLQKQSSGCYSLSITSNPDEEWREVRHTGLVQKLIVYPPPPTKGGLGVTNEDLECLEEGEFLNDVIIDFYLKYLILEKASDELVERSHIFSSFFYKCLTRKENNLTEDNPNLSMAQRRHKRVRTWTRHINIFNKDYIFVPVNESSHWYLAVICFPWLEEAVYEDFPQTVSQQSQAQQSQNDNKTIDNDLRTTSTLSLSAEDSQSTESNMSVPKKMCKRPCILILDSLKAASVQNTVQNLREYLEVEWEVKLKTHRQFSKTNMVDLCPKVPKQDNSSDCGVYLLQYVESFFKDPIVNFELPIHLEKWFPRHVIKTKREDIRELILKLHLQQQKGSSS
Apaf1 inhib = human Apaf-1 inhibition. O14727. reconstituted apoptosome caspase-3 activity, DEVD-Rh110 fluorescence. inhibition, % at 20 µM. actives 0.71% (n = 330,000). AID 489030; active = inhibition of at least 40% at 20 µM;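 also: plate controls were DMSO wells for no effect and DEVD-CHO caspase inhibitor wells for full effect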
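Material: cell-free apoptosome with Apaf-1, procaspase-3 and caspase-9; Buffer or medium: Hepes pH 7.5 with detergent and BSA; Reagent: cytochrome c trigger plus (Z-DEVD)2-Rh110 caspase-3 substrate; Times: compound with Apaf-1, dATP, procaspase-3 30 min, then 50 min reaction, room temperature; Technique: Rh110 fluorescence intensity.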
Numbers without * were called inactive; i = inactive; · = not tested or not shown.

SMILES	HKDC1 inh	SENP8 block-1	PfG6PD inh	SENP6 inh	SENP8 block-2	SENP1 inh	NALP3 yeast inh	SENP7 block	Apaf1 inhib
O=C(NCCCCc1ccccc1)C1CC(c2cccc([N+](=O)[O-])c2)=NO1 (stereo not drawn)	-0.2	8.8	10.5	1.0	0.2	1.4	7.6	-3.7	-1.3
CCOC(=O)C1CCN(C(=O)COc2ccc(N(C)S(=O)(=O)c3ccc(OCC)cc3)cc2)CC1	-5.0	15.9	5.8	-21.5	-0.4	1.2	4.7	7.5	-4.7
COc1ccc(S(=O)(=O)N2CCC(Cc3ccccc3)CC2)cc1C(N)=O	4.0	19.4	-21.6	-9.3	-3.1	-0.1	11.9	-6.1	13.4
Cn1c(CCC(=O)Nc2cc(S(C)(=O)=O)ccc2Cl)nc2cc(S(=O)(=O)N3CCOCC3)ccc21	7.5	-4.4	1.6	-13.3	1.4	-19.5	15.9	10.9	6.1
CC(CCc1ccccc1)NC(=O)C(Cc1ccccc1)NC(N)=O (stereo not drawn)	-6.0	8.1	-7.0	1.9	1.1	-0.7	2.4	6.0	6.6
Cc1ccc(C(=O)N2CCCc3ccccc32)c(F)c1F	1.6	-0.4	-16.4	6.9	-10.4	1.6	36.4	-7.7	9.6
CCS(=O)(=O)NCc1ccc2c(c1)cc(C)n2C	-3.5	-22.4	19.5	-4.4	-1.0	-3.2	17.4	-0.6	7.1
CC(=O)Oc1cccc(N2C(=O)CC(Nc3ccc(N4CCOCC4)cc3)C2=O)c1 (stereo not drawn)	0.3	11.0	52.7	2.3	-0.5	5.2	8.3	-1.8	-12.8
O=C(COc1ccc2c(-c3ccccc3)cc(=O)oc2c1)Nc1cccnc1	3.9	-35.2	-8.1	-1.6	-9.2	3.0	7.5	12.2	0.9
S=C(Nc1ccc(Cc2ccncc2)cc1)Nc1cccc(Cl)c1	-2.0	20.2	4.9	-0.4	-3.8	-0.8	12.1	7.2	-9.1
COc1ccc(C2CC(=O)c3cnc(NC(=O)c4ccccc4)nc3C2)c(OC)c1 (stereo not drawn)	-4.9	17.6	4.0	-30.1	-6.5	2.7	7.0	-8.5	15.9
CCCCN(C(=O)/C=C/c1ccc(OC)cc1)C1CCS(=O)(=O)C1 (stereo not drawn)	-0.8	2.2	7.9	-5.7	-7.0	0.4	14.1	-7.1	4.4
COc1ccc(N2CC(O)=C(c3nc4ccccc4s3)C2=N)cc1	-1.5	-93.0	-6.7	-9.1	3.6	-0.7	7.4	5.0	-7.3
CC(C)c1nc2sc3c(=O)[nH]cnc3c2c2c1CCC2	26.0	-417.9	-15.7	-23.7	-8.8	-8.3	0.0	-6.7	9.3
O=C(O)C1CCCCC1C(=O)N1CCN(S(=O)(=O)c2ccc(F)cc2)CC1 (stereo not drawn)	-1.2	12.1	-3.0	-2.3	-3.5	-3.0	9.6	-5.0	-11.5
CCOC(=O)c1ccc(N2C(=O)CC(C(=O)OC)=C2C)cc1	-4.1	1.1	5.0	-9.3	-6.6	3.3	9.8	-7.1	17.9
Cc1cc(C)cc(N2CC(C)(C)C2=O)c1	-4.1	2.9	-5.3	-2.0	5.2	1.2	3.8	1.8	-6.0
Cc1ccc2c(c1)N(CCCC(=O)NCc1ccc3c(c1)OCO3)C(=O)CO2	-4.7	6.9	10.8	-13.0	-11.9	0.9	9.6	-12.5	11.4
Cc1ccc(C(=O)Nc2nc(-c3ccco3)c(-c3ccco3)s2)o1	17.7	-402.0	43.6	-144.6	11.5	-20.9	16.9	-11.0	22.1
COc1cc([C@@H]2CC=C(C(=O)O)[C@H](c3cccc(Cl)c3)N2S(=O)(=O)c2ccc(C)cc2)cc(OC)c1OC	5.6	8.1	5.3	-12.5	-10.8	-0.9	-3.9	-9.1	8.2
CCOC(=O)C1=C(C)N=C2SCCC(=O)N2[C@@H]1/C=C/c1ccccc1	-0.7	7.2	-25.9	6.1	-2.4	-1.7	-19.8	-1.1	-4.1
COc1cc([N+](=O)[O-])cc2sc(NC(=O)C(C)(C)C)nc12	-6.0	23.1	-1.9	-24.9	-3.1	-2.5	24.2	4.2	0.5
COc1ccc(C(C)=O)cc1COC(=O)c1cccc(N(C)C)c1	1.8	-205.6	-1.2	-19.4	-3.9	0.4	16.0	-2.1	7.4
Cc1cc(NC(=O)CCC2COc3ccccc3O2)no1 (stereo not drawn)	-2.4	14.1	-9.5	3.0	1.5	1.9	25.1	-3.1	-6.3
CN1CCN(C(=O)C2=C[C@H](c3ccc(Br)cc3)C[C@H](OCCCCO)O2)CC1	-2.6	5.5	10.9	-1.1	4.6	-3.7	0.9	0.9	9.9
CC(C)OCCCNc1ncnc2c1[nH]c1ccc(F)cc12	8.8	-343.8	0.8	-25.1	-5.5	2.4	13.2	3.1	2.4
CCCCC(C(=O)NC(C)(C)C)N(Cc1ccccc1)C(=O)c1snc(C(N)=O)c1N (stereo not drawn)	-3.2	-291.5	10.1	-22.8	-14.5	-11.4	9.6	-13.5	11.5
COc1ccc(C2CC(=O)C3=C(C2)NC(C)=C(C#N)C3c2ccc(N(C)C)cc2)cc1 (stereo not drawn)	6.5	i	13.6	-17.1	2.7	-28.6	9.1	-5.0	-3.3
Cc1ccc2nc(-c3ccc(NC(=O)c4ccco4)cc3)[nH]c2c1	10.6	-147.7	52.6	50.7*	-2.4	1.1	10.6	34.7	-2.8
CCOc1ccc(CNc2ccc3c(c2)ncn3C(C)(C)C)cc1	3.9	-99.7	26.7	16.9	4.5	1.7	15.9	-0.1	9.0
O=C(CN1CCN(S(=O)(=O)c2cc(C(F)(F)F)ccc2Cl)CC1)N1CCc2ccccc2C1	-3.7	15.4	12.4	-6.9	5.8	-2.3	19.9	1.4	-1.6
FC(F)(F)c1cccc(Cn2nnnc2-c2cc(Cl)cc(Cl)c2)c1	-2.1	9.8	20.5	-3.8	0.4	1.3	-19.0	-2.9	11.7
Cc1ccc2nc(SCC(=O)NC3CCS(=O)(=O)C3)[nH]c2c1 (stereo not drawn)	-0.2	6.8	-8.8	-23.8	-15.3	1.4	-2.3	-11.0	-7.4
CC(C)c1ccc(NC(=O)CSc2nc(-c3ccccc3F)nc3nc[nH]c23)cc1	-8.6	-29.8	12.5	-8.4	-7.0	-16.1	-3.9	-6.4	-4.6
O=C(Nc1ccccc1N1CCN(C(=O)c2ccc(Cl)cc2)CC1)c1ccc2c(c1)OCO2	9.5	13.8	3.0	2.2	3.2	15.5	21.4	9.5	13.4
CCOC(=O)C1CCN(CC(=O)Nc2c(C(=O)OC)[nH]c3ccccc23)CC1	·	·	·	-3.0	-2.9	·	11.3	8.0	-2.9
CSC(=Nc1ccccc1)N=C(SCc1ccccc1)N(C)C	-2.1	4.5	49.2	·	·	0.5	·	·	·
CC(Cl)C(=O)NC(=O)NC12CC3CC(CC(C3)C1)C2 (stereo not drawn)	-9.7	4.4	1.9	-15.3	0.6	-0.6	4.6	2.6	8.1
COC(=O)[C@@H](NC(=O)Nc1cccc(OC)c1)C(C)C	6.9	-1.1	-17.2	-0.3	5.4	0.4	15.4	-9.2	-9.6
Cc1ccc(NC(=O)CN2CCc3ccccc3C2)cc1S(=O)(=O)N(C)C	-6.9	-1.7	0.4	13.5	2.9	2.4	8.2	10.3	-1.7
C=CCNC(=O)c1oc2ccc(S(=O)(=O)N3CCC4(CC3)OCCO4)cc2c1C	5.5	11.2	-5.3	-10.0	12.3	-0.3	1.0	-2.6	8.3
Cc1cccc(N2CCN(C(=O)CCC(=O)N3CC(C)Oc4ccccc43)CC2)c1C (stereo not drawn)	3.4	20.6	5.4	-13.9	2.6	-0.6	16.7	2.6	17.0
COCC(C)NS(=O)(=O)c1ccc(C(=O)NC(Cc2ccccc2)c2ccccc2)cc1 (stereo not drawn)	-4.8	11.2	2.6	-9.6	2.8	-1.4	-1.4	12.3	9.8
C=CCNCC(=O)NN=C(c1ccccc1)c1ccccc1	-5.3	19.1	7.2	-7.8	1.1	1.3	12.9	-1.0	7.7
COc1ccccc1NS(=O)(=O)c1cc2c(cc1C)NC(=O)CO2	-0.6	17.4	8.6	1.4	-1.3	0.3	8.5	6.3	4.6

Another view of some results above.
Cc1cc(C)cc(N2CC(C)(C)C2=O)c1
  HKDC1 inh = -4.1
  SENP8 block-1 = 2.9
  PfG6PD inh = -5.3
  SENP6 inh = -2.0
  SENP8 block-2 = 5.2
  SENP1 inh = 1.2
  NALP3 yeast inh = 3.8
  SENP7 block = 1.8
  Apaf1 inhib = -6.0
Cc1ccc2c(c1)N(CCCC(=O)NCc1ccc3c(c1)OCO3)C(=O)CO2
  HKDC1 inh = -4.7
  SENP8 block-1 = 6.9
  PfG6PD inh = 10.8
  SENP6 inh = -13.0
  SENP8 block-2 = -11.9
  SENP1 inh = 0.9
  NALP3 yeast inh = 9.6
  SENP7 block = -12.5
  Apaf1 inhib = 11.4
Cc1ccc(C(=O)Nc2nc(-c3ccco3)c(-c3ccco3)s2)o1
  HKDC1 inh = 17.7
  SENP8 block-1 = -402.0
  PfG6PD inh = 43.6
  SENP6 inh = -144.6
  SENP8 block-2 = 11.5
  SENP1 inh = -20.9
  NALP3 yeast inh = 16.9
  SENP7 block = -11.0
  Apaf1 inhib = 22.1

Other records:
SMILES	HKDC1 inh	SENP8 block-1	PfG6PD inh	SENP6 inh	SENP8 block-2	SENP1 inh	NALP3 yeast inh	SENP7 block	Apaf1 inhib
COc1cccc(OCc2cc(C(=O)N3CCN(c4ccccc4O)CC3)no2)c1	4.0	16.4	5.5	-1.5	-25.2	1.8	18.8	2.9	13.4
O=C(CN1C(=O)CSc2ccc(S(=O)(=O)N3CCCCCC3)cc21)NCCc1ccccc1	-1.7	1.8	-0.8	·	·	0.4	·	·	·
Cc1nn(Cc2ccc(Cl)cc2)c(C)c1NC(=O)C(c1ccccc1)c1ccccc1	0.0	6.3	-1.5	-24.0	-10.7	-0.3	13.1	-0.1	-4.2
COc1ccc(OC)c(NC(=O)CC2SC(=N)N(c3ccccc3)C2=O)c1 (stereo not drawn)	-2.1	9.5	-8.9	-4.4	-6.9	1.8	-0.9	-6.2	-0.1
CN(CCNC(=O)c1ccc(N2CCCC2=O)cc1)CCc1ccccc1	3.2	-5.8	11.3	-32.2	-9.5	-6.0	9.4	-3.5	0.4
Cc1ccc(NC(=O)CCNS(=O)(=O)c2cccc3nsnc23)cc1	-8.7	8.2	2.2	14.1	8.9	2.4	8.1	2.0	-7.1
COc1ccc(C(=O)C2CCCCC2=O)cc1 (stereo not drawn)	1.3	13.4	1.5	7.6	3.9	-0.6	0.0	15.2	-0.6
COc1ccc(C(=O)NCCS(=O)(=O)NCc2cccs2)cc1	-7.0	10.8	6.6	-9.2	-9.6	0.0	3.2	14.5	-3.1
CCOCCn1c(-c2ccc(OC)cc2)nc2ccccc21	0.7	-2.2	2.9	-14.2	1.3	1.9	21.7	-0.2	-0.9
O=C(Oc1ccccc1F)C1CCN(C(=O)c2ccc(F)cc2)CC1	-5.3	4.1	-8.6	-14.1	-6.3	2.0	17.6	5.0	8.0
COc1ccc(-c2nn(C)c(=O)c3ccccc23)cc1CNC(=O)C1CCCCC1	-5.3	-20.8	-12.0	-8.5	-1.3	1.2	18.9	3.2	4.6
COc1cc(/C(C)=N/NC(=S)NC(C)C)cc(OC)c1OC	-1.6	15.7	-4.0	-6.3	0.2	0.2	23.5	-0.7	-1.1
